PfHsp90 set2 = growth inhibition of yeast expressing Plasmodium Hsp90. AID 504621. actives 0.32% (n = 310,000). S. cerevisiae expressing PfHsp90, BacTiter-Glo ATP, 48 h; yeast lacking PDR1 and PDR3 efflux regulators. inhibition, % at 9.4 µM;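 active means every replicate shows inhibition above about 80%, whatever the replicate mean, limit read from the data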;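 further: 0% = DMSO neutral controls and 100% = 20 µM radicicol positive controls; yeast relying on Plasmodium falciparum Hsp90 in place of its own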
OPRM1-OPRD1 ag = OPRM1-OPRD1 heterodimerization agonism; P35372+P41143; cells, luminescence; activation, % at 9.3 µM; actives 0.3% (n = 340,000); AID 504326; in the data active means activation above about 18%;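 further: 0% = vehicle-treated cells and 100% = reference agonist; values of inactives mirror those of a sister screen read the other way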
Target sequence (P35372 whole entry, looked up): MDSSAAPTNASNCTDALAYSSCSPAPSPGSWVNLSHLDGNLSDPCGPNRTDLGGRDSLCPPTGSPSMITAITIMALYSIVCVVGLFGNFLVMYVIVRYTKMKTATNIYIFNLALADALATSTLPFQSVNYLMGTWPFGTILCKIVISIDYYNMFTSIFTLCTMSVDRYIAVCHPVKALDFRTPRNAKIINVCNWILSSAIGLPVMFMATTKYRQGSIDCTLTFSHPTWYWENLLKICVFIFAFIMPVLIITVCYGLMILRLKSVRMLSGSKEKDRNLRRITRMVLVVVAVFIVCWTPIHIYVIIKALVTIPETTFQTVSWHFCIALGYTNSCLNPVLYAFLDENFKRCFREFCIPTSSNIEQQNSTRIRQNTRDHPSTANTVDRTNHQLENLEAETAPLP
Target sequence (P41143 whole entry, looked up): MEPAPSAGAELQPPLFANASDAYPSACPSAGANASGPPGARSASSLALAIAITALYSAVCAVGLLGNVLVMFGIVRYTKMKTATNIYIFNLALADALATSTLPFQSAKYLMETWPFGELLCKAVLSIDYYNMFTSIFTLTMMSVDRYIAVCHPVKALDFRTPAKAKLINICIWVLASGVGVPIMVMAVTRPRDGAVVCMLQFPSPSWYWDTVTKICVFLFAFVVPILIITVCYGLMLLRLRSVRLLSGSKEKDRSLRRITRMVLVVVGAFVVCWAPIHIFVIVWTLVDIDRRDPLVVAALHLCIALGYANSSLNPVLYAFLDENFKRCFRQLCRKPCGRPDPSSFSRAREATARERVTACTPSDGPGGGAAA
PKA-R1A act = PKA-R1A complex activation; actives 0.083% (n = 340,000); P00514+P68181; activation, % at 11.4 µM; PKA-R1A dissociation, Cy5-IP20 fluorescence polarization; scaled: DMSO 0%, 113 µM cGMP 100%;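 active means percent activation above the mean of all tested compounds plus 3 SD, cut at about 19% in these data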;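 further: higher means more PKAc released from R1A so a rise in polarization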
Tat transport = blocks Tat-dependent protein export in E. coli. E. coli MC4100 TorA-mCherry Tat export, fluorescence. inhibition, % at 10 µM. actives 0.036% (n = 340,000);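 active means mean replicate inhibition at least 50% and at least half of replicates individually reaching 50%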;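 further: exported cargo escapes ClpAP degradation while cytoplasmic cargo is degraded and loses fluorescence; 0% = median of neutral control wells and 100% = median of NaSCN control wells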
Pemphigus Ab inh = human desmoglein-3 autoantibody binding inhibition | binding (percent of control), % at 10 µM | P32926 | DSG3-coupled beads, scFv-anti-DSG3-GFP binding, flow cytometry; active compounds read low | actives 0.48% (n = 310,000) | AID 588358;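 active means binding more than 3 SD below its plate's average and above zero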;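 further: hits lower antibody fragment binding to DSG3; some compounds called inactive have numbers as strong as hits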
Arrestin-AP2 inh = inhibitors of human beta-arrestin and AP2 interaction; FITC-arrestin peptide / GST-AP2 beads, flow cytometry; AP2 beta2 appendage carries R879A mutation; inhibition, % at 10 µM; actives 0.31% (n = 340,000);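 active means inhibition above a set limit, near 3 SD of compounds lacking own fluorescence, cut at about 54% in these data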;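 further: plate controls were DMSO wells for no effect and 5 µM unlabelled arrestin peptide for full effect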
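Measured by: flow cytometry, FL1 (488/535 nm); Material: AP2 appendage R879A on GSH beads; Evaluation: percent response; Timing: pre-incubation 12 min, peptide binding 1 h, room temperature; Also added: 50 nM FITC-arrestin peptide; Medium: PBS with 0.05% Tween 20 and 0.1% BSA.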
Ecoli viability = counter-screen for AddAB inhibitors: E. coli growth inhibition. E. coli V3065 growth, OD600 absorbance, 18 h. inhibition, % at 11.9 µM. actives 0.27% (n = 330,000);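 active means inhibition above the campaign's mean inhibition across all tested compounds plus 3 SD, cut at about 9.9% in these data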;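 further: uninfected addAB+ strain grown without phage in ampicillin broth; 0% = DMSO wells and 100% = ciprofloxacin 0.95 µg/ml wells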
AddAB inh = less growth of phage-infected E. coli with AddAB; AID 435030; actives 0.29% (n = 330,000); E. coli expressing H. pylori AddAB, absorbance growth; inhibition, % at 11.9 µM; in the data active means inhibition above about 12%;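 further: 0% = vehicle wells of infected cells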
OPRM1-OPRD1 inv = inverse agonists of human mu-delta opioid receptor heterodimerization | P35372+P41143 | cell-based MOR-DOR heterodimer luminescence, inverse agonism | inhibition, % at 9.3 µM | actives 0.21% (n = 340,000); in the data active means inhibition above about 22%, passing the limit was not always enough;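 further: 0% = cells with DMSO and 100% = wells without cells with DMSO; values of inactives mirror those of a sister screen read the other way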
SUMO Mot1 rescue = SUMOylation pathway inhibition by Mot1-301 growth rescue; growth rescue, % at 18.8 µM; actives 1% (n = 320,000); AID 2716; S. cerevisiae Mot1-301 growth rescue, ATP luminescence, 38.5C; percent above DMSO median, 100 means doubled;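 active means every valid replicate shows activation above 250% relative to neutral control wells; inactive means the rest, any valid replicate at or below 250%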;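 further: OY570 slx delta 5 strain wells were the positive control but not used for scaling; some compounds called inactive have numbers as strong as hits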
phage Ecoli inh = E. coli growth loss with phage present | growth absorbance | inhibition, % at 11.9 µM | actives 0.26% (n = 360,000); in the data active means inhibition above about 11%
Starred values were filed as active, the others as inactive; i = inactive; . = no result given. The order is random (roughly 2.8% active in at least one column).

SMILES	PfHsp90 set2	OPRM1-OPRD1 ag	PKA-R1A act	Tat transport	Pemphigus Ab inh	Arrestin-AP2 inh	Ecoli viability	AddAB inh	OPRM1-OPRD1 inv	SUMO Mot1 rescue	phage Ecoli inh
CCCC(C)C(=O)Nc1ccc(S(=O)(=O)N2CCCC2)cc1 (stereo unspecified)	-9	-1.4	-6	9	115	5	1.6	5.2	7	-4	0.4
CC(C)CNC(=O)c1ccccc1NC(=O)c1ccccc1N(C)S(=O)(=O)c1ccccc1	10	0.6	-7	2	102	9	1.0	2.1	-3	-13	3.5
COc1ccc(N(CC(=O)NCc2ccco2)S(C)(=O)=O)cc1Cl	.	-3.2	8	0	104	-2	0.0	4.6	19	-1	1.5
Cc1ccc(NC(=O)C2=NNC(=O)CC2)cc1S(=O)(=O)Nc1ccc(SC(F)F)cc1	-3	0.5	-1	-2	114	-8	-0.5	-1.1	-2	-5	-0.7
CC(NC(=O)C(Cc1ccccc1)NC(=O)c1ccccc1)C(=O)O (stereo unspecified)	-14	-3.2	-7	-1	105	4	1.4	1.1	17	-17	4.5
O=C(NCCOc1ccc(Cl)cc1)c1ccc2ccccc2n1	.	4.0	-10	10	123	-4	-2.0	-0.2	-21	-17	0.8
CCOC(=O)N1CCC(Nc2c([N+](=O)[O-])cc(C(=O)O)cc2[N+](=O)[O-])CC1	5	-0.2	-3	2	93	-7	1.7	0.5	1	12	0.4
O=C(c1ccccc1)N1CCN(S(=O)(=O)N2CCCCC2)CC1	-10	0.1	10	-4	.	30	-0.6	0.5	0	5	1.3
Cc1ccc(-c2nc(CS(=O)CC(=O)NCc3ccccc3)c(C)o2)cc1 (stereo unspecified)	-13	1.5	8	-13	98	4	1.4	-1.0	-9	-5	29*
CCOC(=O)[C@@H]1[C@H]2COc3ccccc3[C@H]2N2C(=O)N(c3ccc(OC)cc3)C(=O)[C@]12C	23	-2.5	-4	-38	97	-8	-1.9	3.4	15	11	1.4
CCOC(=O)c1c(C)[nH]c(C)c1S(=O)(=O)N(C)CC(=O)NCc1ccc(F)cc1	1	-2.5	2	-1	.	-8	-0.7	1.5	13	185	0.8
Nn1c(SCC(=O)Nc2ccccc2Br)nnc1-c1ccco1	1	-3.0	10	8	98	1	1.9	2.2	15	2	2.8
CCCNc1c(NS(=O)(=O)c2cccc(C#N)c2)c(=O)oc2ccccc12	36	-1.9	-3	-6	101	-12	-0.8	-0.3	10	0	4.1
COc1c(O)ccc2cnn(-c3ccccc3C)c(=O)c12	-45	-1.6	2	-1	107	0	0.7	-1.4	8	9	1.5
CC12CC3CC(C)(C1)CC(C(=O)NCc1ccco1)(C3)C2	8	0.6	-7	2	103	20	-1.4	2.3	-3	2	4.8
CC1CCN(C(=O)CCNC(=O)c2ccccc2)CC1	16	-2.1	-4	2	90	11	-1.3	0.5	13	184	3.0
CC(=O)n1cc([C@@H]2C=C(C(=O)N3CCN(Cc4ccccc4)CC3)O[C@H](OCc3ccc(CO)cc3)C2)c2ccccc21	11	0.6	4	5	.	-2	-0.7	1.9	-3	-3	-0.5
COCCCN(C(=O)c1ccccc1)c1nc(-c2ccc(OC)cc2)cs1	-12	-2.1	-9	7	106	34	.	.	10	19	-1.2
O=C(NCc1nnnn1-c1cccc(F)c1)c1ccc(S(=O)(=O)N2CCOCC2)cc1	4	2.9	-3	-4	106	31	0.3	-0.4	-19	33	2.6
N#Cc1sc2nc(C3CC3)cc(-c3ccccc3)c2c1N	-12	6.8	1	-5	103	7	0.6	2.6	-31	-24	2.2
COc1ccccc1C(=O)Nc1nnc(S(=O)(=O)N2CCC(C)CC2)s1	-15	-2.2	-3	9	100	25	1.2	2.4	11	7	0.0
CCCCN(CC)CCCNC(=O)c1cn(CC(C)C)c(=O)c2c1c1ccccc1n2C	-18	-3.4	3	6	99	-4	-1.7	-0.8	15	8	-0.2
CCOC(=O)C1(CC2CCCCO2)CCN(C(=O)Nc2ccccc2)CC1 (stereo unspecified)	32	-4.5	3	3	102	-21	-2.9	3.2	21	5	4.8
COc1cc(/C=N/NS(=O)(=O)c2ccc(C)cc2)ccc1OCc1ccc(C(=O)O)cc1	-2	-0.6	-4	-4	85	0	1.1	3.8	4	-3	3.6
CC(C)(C)/C(COc1ccccc1[N+](=O)[O-])=N/O	15	1.3	-5	4	114	2	0.8	2.4	-7	.	5.0
O=C(CCNC(=O)c1ccc(Br)o1)NC1CCCC1	-5	-2.9	-10	-2	.	25	-0.2	-0.8	16	6	3.5
Cc1ccc(O)c(-c2cc(C(=O)Nc3ccc(S(=O)(=O)Nc4nc(C)cc(C)n4)cc3)[nH]n2)c1	7	1.2	-3	-11	99	19	0.1	3.8	-6	-19	4.2
CCCn1cc(SCC(N)=O)c2ccccc21	-12	-1.3	3	-4	107	0	0.7	-1.1	7	-6	1.2
CCOC(=O)C1CCCN(C(=S)Nc2ccc(C)cc2C)C1 (stereo unspecified)	14	-2.8	10	5	96	10	0.8	3.6	14	.	3.9
CC1CCCN(C(=O)COC(=O)C2CCN(S(=O)(=O)c3ccc(Cl)c(C(F)(F)F)c3)CC2)C1 (stereo unspecified)	.	1.1	-7	-1	106	-1	-0.9	-1.2	-6	i	1.6
O=C(c1cc(S(=O)(=O)N2CCOCC2)ccc1F)N1CCCc2ccccc21	5	0.2	-7	-7	101	-3	-1.5	-1.7	-1	226	2.8
O=C(CS(=O)(=O)c1ccccc1)Nc1ccc(N2CCOCC2)cc1	-6	-1.7	-9	-1	100	60*	0.7	3.7	8	107	2.0
CN(C)CCNC(=O)c1sc2nc(-c3ccccc3)cc(C(F)(F)F)c2c1N	6	2.1	3	9	103	17	-2.8	0.5	-10	15	0.9
CCN(CC)CCNC(=O)c1ccc(NC(=O)c2cc(S(=O)(=O)N3CCCCC3)ccc2C)cc1	18	-1.5	6	-6	123	-4	0.0	-1.3	8	-5	4.3
Nc1cc(N)nc(SCc2nnnn2-c2ccc(Cl)cc2)n1	12	-2.1	-1	-9	102	-42	1.0	-0.2	11	-3	0.1
COc1ccc(NC(=O)CN2CCC(C(=O)c3ccc(C)cc3)CC2)c(OC)c1	-18	1.7	7	11	82	-2	-1.1	2.5	-14	12	0.8
COC(=O)c1ccc(C(=O)OC)c(NC(=O)CSc2n[nH]c(N)n2)c1	37	-4.0	-6	4	115	-2	-5.3	-0.1	19	-7	3.0
CC(=O)Nc1ccc(NC(=O)COc2ccc(S(=O)(=O)N3CCCC3)cc2)cc1	14	0.2	-6	-4	.	1	-2.7	2.5	-1	0	2.4
COc1ccc(CNc2ncc(-c3ccccc3)n2C)c2ccccc12	29	-2.2	0	0	98	-7	0.9	2.5	11	-2	2.9
O=C(COC(=O)C1Cc2ccccc2CN1C(=O)c1ccccc1)Nc1ccc(SC(F)F)cc1 (stereo unspecified)	7	3.4	0	-7	101	31	-0.2	1.0	-17	6	2.2
O=C(CSc1nnc(-c2ccncc2)n1C1CCCCC1)Nc1cccc(O)c1	.	-2.5	-7	7	89	22	0.6	1.0	12	2	3.3
C[N+]1(C2CCC3CCCC2C3O)CCCC1 (stereo unspecified)	31	0.5	-8	3	86	-14	1.4	-1.0	-3	4	2.0
Cc1cccc(COC(=O)CCCNC(=O)c2ccc(Cl)cc2)c1	93*	-1.2	-9	6	.	-13	-1.2	-0.9	5	0	3.1
CC(=O)c1ccc(NC(=O)Nc2cccc3ccccc23)cc1	11	1.1	2	-2	103	-6	.	.	-6	6	3.3
Cc1noc(C)c1C(=O)N(CC(=O)Nc1ccc(Cl)c(C(F)(F)F)c1)Cc1ccco1	-6	5.9	-14	-2	105	-2	-1.4	-2.5	-31	338	1.1

Pulled by structure from above:
SMILES	PfHsp90 set2	OPRM1-OPRD1 ag	PKA-R1A act	Tat transport	Pemphigus Ab inh	Arrestin-AP2 inh	Ecoli viability	AddAB inh	OPRM1-OPRD1 inv	SUMO Mot1 rescue	phage Ecoli inh
COc1ccc(CNc2ncc(-c3ccccc3)n2C)c2ccccc12	29	-2.2	0	0	98	-7	0.9	2.5	11	-2	2.9
CC(=O)c1ccc(NC(=O)Nc2cccc3ccccc23)cc1	11	1.1	2	-2	103	-6	.	.	-6	6	3.3

More compounds
SMILES	PfHsp90 set2	OPRM1-OPRD1 ag	PKA-R1A act	Tat transport	Pemphigus Ab inh	Arrestin-AP2 inh	Ecoli viability	AddAB inh	OPRM1-OPRD1 inv	SUMO Mot1 rescue	phage Ecoli inh
Cc1ccc2c(C)c(C(=O)N(C)C(C)c3ccncn3)oc2c1C (stereo unspecified)	8	-2.9	-14	4	116	-6	-1.5	2.7	16	359*	1.2
COc1ccc(/C=C2/S/C(=N/N=C3\CC4CCC3(C)C4(C)C)NC2=O)cc1 (stereo unspecified)	16	0.1	-23	1	102	7	0.7	3.2	0	517	1.9
O=C(COC(=O)C1CCN(S(=O)(=O)c2cccs2)CC1)Nc1ccc(F)c(F)c1F	.	-3.5	-8	-2	97	9	.	.	18	.	2.1
Cc1cc2ncn(/N=C/c3ccc4c(c3)OCO4)c2cc1C	.	5.5	-6	-2	114	-13	-1.9	-0.2	-26	8	1.3
CC(=O)Nc1ccc(Br)c2ccccc12	-12	0.1	-2	-1	96	-11	1.3	-0.6	-1	33	3.3
CCc1ccc(OCC(=O)NC(=S)Nc2ccc(S(=O)(=O)NC3CCCCC3)cc2)cc1	-14	3.2	-4	-16	104	11	-0.3	4.2	-14	-2	3.0

Compounds shown so far with a Cl atom, in the order listed:
SMILES	PfHsp90 set2	OPRM1-OPRD1 ag	PKA-R1A act	Tat transport	Pemphigus Ab inh	Arrestin-AP2 inh	Ecoli viability	AddAB inh	OPRM1-OPRD1 inv	SUMO Mot1 rescue	phage Ecoli inh
COc1ccc(N(CC(=O)NCc2ccco2)S(C)(=O)=O)cc1Cl	.	-3.2	8	0	104	-2	0.0	4.6	19	-1	1.5
O=C(NCCOc1ccc(Cl)cc1)c1ccc2ccccc2n1	.	4.0	-10	10	123	-4	-2.0	-0.2	-21	-17	0.8
CC1CCCN(C(=O)COC(=O)C2CCN(S(=O)(=O)c3ccc(Cl)c(C(F)(F)F)c3)CC2)C1 (stereo unspecified)	.	1.1	-7	-1	106	-1	-0.9	-1.2	-6	i	1.6
Nc1cc(N)nc(SCc2nnnn2-c2ccc(Cl)cc2)n1	12	-2.1	-1	-9	102	-42	1.0	-0.2	11	-3	0.1
Cc1cccc(COC(=O)CCCNC(=O)c2ccc(Cl)cc2)c1	93*	-1.2	-9	6	.	-13	-1.2	-0.9	5	0	3.1
Cc1noc(C)c1C(=O)N(CC(=O)Nc1ccc(Cl)c(C(F)(F)F)c1)Cc1ccco1	-6	5.9	-14	-2	105	-2	-1.4	-2.5	-31	338	1.1
